Screening data from PubChem.
TWEAK-Fn14 inh – inhibitors of TWEAK-Fn14 signaling, primary screen, luciferase reporter cells, uHTS | TWEAK-stimulated Fn14 reporter cells, luciferase luminescence, 8 h | inhibition, % at 10 µM | 2% of 360,000 active | AID 1159606, 2016; in the data active means inhibition above about 50%
SRC1 inh – SRC1 coactivator transcriptional activity inhibitors, primary screen, cell-based, luminescence | Nuclear receptor coactivator 1 (Homo sapiens), Q15788 | HEK293 GAL4-SRC1 luciferase reporter | inhibition, % at 3.6 µM | 0.12% of 360,000 active;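 active means inhibition above the campaign mean plus 3 SD, with each screening campaign given its own cutoff, cut at about 60% in these data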;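 further: 0% = DMSO treated cells and 100% = gossypol at 36 µM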
Exocytosis inh – LAMP-1 surface exposure blockers, TALL-104 cells – cell-based, flow cytometry, MLPCN library, primary screen; 0.66% of 360,000 active; inhibition, % at 10 µM; TALL-104 LAMP-1 surface exposure; cells stimulated with thapsigargin and PMA; AID 651702, 2012;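 active means inhibition above about 55%, limit read from the data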
ABHD5 PLIN5 PPI – ABHD5-PLIN5 interaction inhibitors, primary screen, cell lysate, split luciferase complementation, luminescence; Perilipin-5 (Homo sapiens) + 1-acylglycerol-3-phosphate O-acyltransferase ABHD5 (Homo …; Split G. princeps luciferase complementation, 4 h; inhibition, % at 4 µM; 0.78% of 360,000 active;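 active means inhibition above the mean inhibition across every tested compound plus 3 SD, cut at about 22% in these data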;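 further: 0% = DMSO only wells and the 100% control is not disclosed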
NR5A2 inv ag – LRH-1 (NR5A2) inverse agonists, primary screen, cell-based, luminescence, HEK293T, StAR-luciferase reporter. inhibition, % at 3.6 µM. 0.13% of 360,000 active. LRH-1 transfected, 24 h. Nuclear receptor subfamily 5 group A member 2 (Homo sapiens), O00482;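 active means inhibition above the mean inhibition of all tested compounds plus 3 SD, cut at about 73% in these data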;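 further: 0% = DMSO wells and 100% = reporter-only cells lacking LRH-1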
Target sequence (O00482 whole entry, looked up): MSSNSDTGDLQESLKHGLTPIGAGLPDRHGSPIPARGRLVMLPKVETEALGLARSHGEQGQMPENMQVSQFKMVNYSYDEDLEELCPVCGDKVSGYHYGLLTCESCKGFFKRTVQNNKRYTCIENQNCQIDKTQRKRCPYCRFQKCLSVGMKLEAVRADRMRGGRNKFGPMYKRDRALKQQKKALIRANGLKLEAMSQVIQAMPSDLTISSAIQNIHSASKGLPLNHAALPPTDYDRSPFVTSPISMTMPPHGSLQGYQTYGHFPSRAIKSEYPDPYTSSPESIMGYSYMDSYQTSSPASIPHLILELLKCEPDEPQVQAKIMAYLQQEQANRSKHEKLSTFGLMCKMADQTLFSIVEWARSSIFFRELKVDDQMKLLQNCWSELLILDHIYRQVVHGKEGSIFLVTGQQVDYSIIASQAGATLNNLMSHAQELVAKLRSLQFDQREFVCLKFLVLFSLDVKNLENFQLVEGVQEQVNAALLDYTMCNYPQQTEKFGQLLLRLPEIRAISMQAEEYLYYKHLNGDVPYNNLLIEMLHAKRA
TLR9-MyD88 block – inhibitors of TLR9-MyD88 association in cells, primary screen, cell-based, CHO, BLA complementation, fluorescence. CCF4 FRET ratio. 0.21% of 340,000 active. Toll-like receptor 9 (Homo sapiens) + Myeloid differentiation primary response protein …. inhibition, % at 4.98 µM;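 active means inhibition above the mean over all tested compounds plus 3 SD, cut at about 21% in these data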;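 further: 0% = DMSO only wells and 100% = clavulanate BLA inhibitor control wells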
NCOA2 inhibitor – inhibition of GAL4-SRC2 driven luciferase reporter, primary screen, SRC2 inhibitor project, cell-based, luminescence. HEK293 GAL4-SRC2 luciferase reporter. inhibition, % at 9 µM. 0.17% of 370,000 active. AID 651957, 2012;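 active means inhibition above the mean inhibition of all tested compounds plus 3 SD, set per campaign, cut at about 52% in these data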;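 further: 0% = DMSO treated cells and 100% = cells given Gossypol at 36 µM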
NOD2 RIPK2 PPI – NOD2-RIPK2 binding disruptors in cells, primary screen, fluorescence, CHO cells, BLA complementation; Receptor-interacting serine/threonine-protein kinase 2 (Homo sapiens), O43353; 0.38% of 360,000 active; inhibition, % at 4.98 µM; CCF4 ratio; in the data active means inhibition above about 21%;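 further: 0% = vehicle only and 100% = reference blocker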
TROY signal inh – inhibitors of TROY-driven NF-kB signaling, primary screen, Q293 LMP1-TROYcd cells, NF-kB luciferase, uHTS; inhibition, % at 10 µM; Q293 LMP1-TROYcd NF-kB luciferase reporter, 4 h; 0.98% of 360,000 active; AID 1347056, 2019;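 active means compounds whose plate-normalised and pattern-corrected inhibition of the luciferase reporter signal at the single screening dose is 50% or more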
SRC3 inh – SRC3 coactivator transcriptional activity inhibitors, primary screen, cell-based, luminescence | 0.17% of 360,000 active | inhibition, % at 3.6 µM | HEK293 GAL4-SRC3 luciferase reporter | AID 588352, 2011;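 active means inhibition above a per-campaign cutoff, the mean of all compounds plus 3 SD, cut at about 60% in these data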;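 further: 0% = DMSO-treated cells and 100% = gossypol-treated cells at 36 µM; higher means less SRC3-driven luciferase light from the GAL4 reporter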
NR2F2 inh – NR2F2 transcriptional activity inhibitors, primary screen, cell-based, luciferase reporter, HEK293T, luminescence | COUP transcription factor 2 (Homo sapiens), P24468 | HEK293T NGFI-A luciferase reporter | inhibition, % at 8.6 µM | 0.7% of 370,000 active | AID 686940, 2013;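 active means inhibition above a per-plate cutoff, mean inhibition of test wells between control levels plus 3 SD, cut at about 38% in these data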;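 further: cells cotransfected with COUP-TFII expression vector driving the NGFI-A reporter; 0% = median of COUP-TF2 test wells and 100% = reporter-only cells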
The depositor's hits bear a star; nt = no result given.

A first look:
no.	SMILES	NR2F2 inh	NOD2 RIPK2 PPI	Exocytosis inh	TROY signal inh	TLR9-MyD88 block	SRC1 inh
1	CCCC(c1nnnn1C1CCCC1)N1CCN(C(=O)c2ccco2)CC1 (stereo not given)	-26	-15	2	4	3	-11
2	CC(C)C1Oc2ccccc2N(CC(=O)N(Cc2ccccn2)C2CC2)C1=O (stereo not given)	-2	3	-4	0	-3	2

no.	NCOA2 inhibitor	NR5A2 inv ag	ABHD5 PLIN5 PPI	SRC3 inh	TWEAK-Fn14 inh
1	-9	30	2	17	-13
2	-8	-14	2	-11	-6

This part in full, repeating the preview:
no.	SMILES	NR2F2 inh	NOD2 RIPK2 PPI	Exocytosis inh	TROY signal inh	TLR9-MyD88 block	SRC1 inh
1	CCCC(c1nnnn1C1CCCC1)N1CCN(C(=O)c2ccco2)CC1 (stereo not given)	-26	-15	2	4	3	-11
2	CC(C)C1Oc2ccccc2N(CC(=O)N(Cc2ccccn2)C2CC2)C1=O (stereo not given)	-2	3	-4	0	-3	2
3	O=C1CN(C(=O)c2cc3ccccc3oc2=O)C(c2ccc(F)cc2)c2cc(Br)ccc2N1 (stereo not given)	2	0	-5	-1	-6	-29
4	COC(=O)Cn1cc(C#N)c2ccccc21	-2	-5	-2	13	-5	9
5	CCN1CC(c2ccccc2)C(c2ccc(Cl)cc2)=N1 (stereo not given)	-21	3	-7	4	-9	-2
6	CO/N=C/c1ccc(N2CCCC2)c([N+](=O)[O-])c1	-13	-5	0	-41	2	0
7	Cc1cc2c(c(=O)n1CCN(C)C)C(c1ccncc1)C(C#N)=C(N)O2 (stereo not given)	3	-4	-1	-7	2	-4
8	COC(=O)C[C@@H]1CC[C@H](NS(=O)(=O)c2cccc(F)c2)[C@@H](CO)O1	-8	-3	-5	nt	nt	nt
9	Cn1c(=O)c2c(SCC(=O)NC3CCCC3)nc(CC(C)(C)C)nc2n(C)c1=O	6	3	38	-5	-1	5
10	CC(=O)Nc1ccc(S(=O)(=O)NCc2ccc(C(=O)NCc3ccc4c(c3)OCO4)cc2)cc1	-10	-11	2	-27	3	-17
11	O=C(Nc1nc2c(F)cc(F)cc2s1)c1ccccn1	-13	1	2	36	3	-132
12	CCCNC(=O)c1ccccc1NC(=O)C1COc2ccccc2O1 (stereo not given)	-16	-6	0	-6	3	-4
13	CC(NS(=O)(=O)c1cccc(Cl)c1F)[C@H](O)c1ccccc1 (stereo not given in full)	7	-4	4	-23	-1	-4
14	Cc1ccc(NC(=O)C2CCN(S(=O)(=O)c3ccc4c(c3)NC(=O)CO4)CC2)cc1C	20	-8	7	-10	-11	-9
15	CCC1(c2ccc(Cl)cc2)NC(=O)N(CC(=O)NCc2ccc(F)cc2)C1=O (stereo not given)	9	-5	2	6	2	-15

no.	NCOA2 inhibitor	NR5A2 inv ag	ABHD5 PLIN5 PPI	SRC3 inh	TWEAK-Fn14 inh
1	-9	30	2	17	-13
2	-8	-14	2	-11	-6
3	5	2	-3	-4	11
4	-29	10	5	18	0
5	8	12	-2	14	-8
6	-12	-8	1	-17	13
7	2	23	3	-9	-2
8	-48	-4	-4	nt	nt
9	7	-14	3	1	-7
10	4	3	4	-5	-22
11	-44	-118	-5	-110	42
12	4	19	1	11	-6
13	-1	-18	8	10	-31
14	-22	-3	-1	12	-6
15	-13	2	3	5	13

Going on with the list:
no.	SMILES	NR2F2 inh	NOD2 RIPK2 PPI	Exocytosis inh	TROY signal inh	TLR9-MyD88 block	SRC1 inh
16	O=C(NCCCn1ccnc1)c1ccc(Br)o1	-6	-15	-4	-18	3	10
17	COc1ccc(CCN(C)Cc2cccc3ccccc23)cc1OC	-4	-3	22	-20	-6	8
18	CCOC(=O)C1C(=O)NCC1c1ccccc1 (stereo not given)	16	-9	1	8	0	-14
19	CCc1nc2ccc(C(=O)NCc3ccc(OC)cc3)cn2c1N(CC)CCOC	16	-6	-3	-12	nt	16
20	CCOc1ncccc1C(=O)OC(C)C(=O)NC1CCCCC1 (stereo not given)	4	9	8	-15	1	-1
21	O=C(O)c1ccc(-c2ccc(O)c(F)c2)cc1	-4	4	-1	-10	-11	13
22	CCCC(=O)N1CC(=O)Nc2ccc(F)cc2C1c1ccccc1 (stereo not given)	-1	-5	-3	-17	-3	9
23	Cc1cc(O)c(-c2ccno2)cc1Cl	0	1	-2	8	5	-16
24	Cc1nnc(SCC(=O)NCc2ccccc2Cl)n(N)c1=O	16	-9	-3	19	5	-4

no.	NCOA2 inhibitor	NR5A2 inv ag	ABHD5 PLIN5 PPI	SRC3 inh	TWEAK-Fn14 inh
16	10	5	3	-1	-4
17	-9	7	6	1	3
18	19	0	-10	-5	-3
19	-8	-7	1	-21	-14
20	9	3	-3	-6	1
21	3	18	7	4	-2
22	1	6	2	10	-22
23	14	1	1	9	-8
24	7	-2	0	13	-19

An excerpt from above in order of number of heavy atoms, highest first.
no.	SMILES	NR2F2 inh	NOD2 RIPK2 PPI	Exocytosis inh	TROY signal inh	TLR9-MyD88 block	SRC1 inh
19	CCc1nc2ccc(C(=O)NCc3ccc(OC)cc3)cn2c1N(CC)CCOC	16	-6	-3	-12	nt	16
17	COc1ccc(CCN(C)Cc2cccc3ccccc23)cc1OC	-4	-3	22	-20	-6	8
22	CCCC(=O)N1CC(=O)Nc2ccc(F)cc2C1c1ccccc1 (stereo not given)	-1	-5	-3	-17	-3	9
20	CCOc1ncccc1C(=O)OC(C)C(=O)NC1CCCCC1 (stereo not given)	4	9	8	-15	1	-1
16	O=C(NCCCn1ccnc1)c1ccc(Br)o1	-6	-15	-4	-18	3	10
23	Cc1cc(O)c(-c2ccno2)cc1Cl	0	1	-2	8	5	-16

no.	NCOA2 inhibitor	NR5A2 inv ag	ABHD5 PLIN5 PPI	SRC3 inh	TWEAK-Fn14 inh
19	-8	-7	1	-21	-14
17	-9	7	6	1	3
22	1	6	2	10	-22
20	9	3	-3	-6	1
16	10	5	3	-1	-4
23	14	1	1	9	-8

Only part of the results is shown (hit frequency here may not be typical).
